# APJ agonist – agonists of human apelin receptor APJ, primary screen, CHO-K1 cells, PathHunter beta-arrestin, luminescence; P35414; 0% DMSO wells, 100% apelin; activation, % at 20 µM; 0.11% of 330,000 active; AID 2520, 2010;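 active = activation more than six SD over the plate average, tested at 20 µM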;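 note: 0% = DMSO alone and 100% = apelin-13 at 10 nM; some results filed as inactive read as strong as hits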
#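 Test system: CHO-K1 APJ beta-arrestin complementation cell line. Amount: cell density 1000 per well. Controls: DMSO negative, 10 nM Apelin-13 positive. Signal: luminescent beta-gal fragment complementation, chemiluminescent substrate. Read-out basis: agonist-driven arrestin binding to APJ. Timing: compound stimulation 90 min at 25 °C, detection 60 min.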
# tim23-1 inh – growth inhibitors of tim23-1 mutant yeast, primary screen, luminescence, uHTS; S. cerevisiae tim23-1 growth, BacTiter-Glo luminescence, 24 h; 1.3% of 330,000 active; inhibition, % at 20 µM;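 active = growth inhibition of the mutant yeast at or above 50%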;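 note: temperature-sensitive mutant grown at 25 °C; plate controls were DMSO-treated mutant yeast for no effect and medium wells lacking yeast for full effect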
# NLRP3 yeast inh – NALP3 inflammasome inhibitors in reconstituted yeast, primary screen, luminescence, uHTS. Yeast reconstituted NLRP3/ASC/caspase-1, beta-gal luminescence, 24 h. inhibition, % at 10 µM. 0.39% of 330,000 active. AID 2825, 2010;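 active = inhibition of 50% or more; inactive = inhibition below 50%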;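 note: plate controls were induced DMSO wells for no effect and uninduced yeast grown without galactose for full effect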
# Mdm2-MdmX inh – inhibitors of human Mdm2-MdmX association, primary screen, cell-based, luminescence, split luciferase, SaOS-2, uHTS | SaOS-2 split-luciferase Mdm2/MdmX complementation | Protein Mdm4 (Homo sapiens) + E3 ubiquitin-protein ligase Mdm2 (Homo sapiens), … | 3% of 330,000 active | inhibition, % at 8 µM;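 active = inhibition of at least 50% at 8 µM in the primary screen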
# Target sequence (O15151 whole entry, looked up): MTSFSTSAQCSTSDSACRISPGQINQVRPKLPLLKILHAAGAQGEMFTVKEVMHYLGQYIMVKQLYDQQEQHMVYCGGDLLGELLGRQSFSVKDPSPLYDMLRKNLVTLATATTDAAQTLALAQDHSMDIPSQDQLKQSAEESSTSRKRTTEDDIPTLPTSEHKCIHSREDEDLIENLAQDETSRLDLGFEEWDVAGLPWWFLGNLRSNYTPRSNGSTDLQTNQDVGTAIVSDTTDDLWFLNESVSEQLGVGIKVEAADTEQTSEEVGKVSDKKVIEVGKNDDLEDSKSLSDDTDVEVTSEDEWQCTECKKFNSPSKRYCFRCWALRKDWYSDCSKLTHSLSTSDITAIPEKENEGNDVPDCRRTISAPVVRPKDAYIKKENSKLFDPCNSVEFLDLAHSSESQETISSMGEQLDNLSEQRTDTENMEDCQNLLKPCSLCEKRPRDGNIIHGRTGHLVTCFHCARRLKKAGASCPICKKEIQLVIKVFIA
# Target sequence (Q00987 whole entry, looked up): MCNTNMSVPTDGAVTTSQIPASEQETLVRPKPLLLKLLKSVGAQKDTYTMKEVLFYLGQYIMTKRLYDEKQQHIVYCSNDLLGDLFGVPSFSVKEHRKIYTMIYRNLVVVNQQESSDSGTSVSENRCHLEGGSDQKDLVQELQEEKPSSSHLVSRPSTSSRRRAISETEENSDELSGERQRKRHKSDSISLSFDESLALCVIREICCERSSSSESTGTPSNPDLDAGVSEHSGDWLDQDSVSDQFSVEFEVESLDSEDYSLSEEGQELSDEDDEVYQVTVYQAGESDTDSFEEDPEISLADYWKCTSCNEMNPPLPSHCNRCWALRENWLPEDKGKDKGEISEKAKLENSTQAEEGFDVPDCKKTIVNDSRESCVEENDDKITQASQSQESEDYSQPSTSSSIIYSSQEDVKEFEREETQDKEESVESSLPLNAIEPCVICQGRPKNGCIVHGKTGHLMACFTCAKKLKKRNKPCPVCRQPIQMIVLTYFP
# NR3A LBD binder – binders of NR3A ligand-binding domain, primary screen, biophysical, differential scanning fluorimetry, uHTS; Glutamate receptor ionotropic, NMDA 3A (GRIN3A) ligand-binding domain; 2.5% of 340,000 active; Tm shift relative to glycine control, % at 25 µM; NR3A LBD differential scanning fluorimetry, Tm shift; 0% = protein alone, 100% = glycine-bound protein;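 active = melting temperature shift of at least 10% of the positive control shift, at one fixed dose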
# UPR XBP1 act – activators of adaptive XBP1 UPR arm, primary screen, cell-based, CHO-XBP1 luciferase reporter, luminescence, uHTS | IRE1-XBP1 UPR activation; percent of tunicamycin response, DMSO as zero | activation, % at 20 µM | 0.33% of 330,000 active;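 active = versus positive control, 20 µM dose yields 30% or more activation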;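 note: 100% = tunicamycin at 10 µg/mL and 0% = DMSO only wells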
#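 Material: CHO cell line with stable XBP1 luciferase reporter; buffer or medium: F12 medium containing 10% fetal bovine serum; compound: single point, 20 µM final compound, 1% DMSO; incubation: 6 h treatment, 37 °C; measured by: glow luminescence from Steady-Glo reagent; evaluation: activation, % of tunicamycin; control set: tunicamycin high, DMSO low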
# UPR CHOP act – activators of apoptotic CHOP UPR arm, primary screen, cell-based, CHO-CHOP luciferase reporter, luminescence, uHTS; activation, % at 10 µM; UPR activation; percent of tunicamycin response over DMSO baseline; 0.34% of 330,000 active;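 active = at 10 µM dose, activation of 40% or more, normalized to positive control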;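 note: 100% = tunicamycin at 10 µg/mL and 0% = DMSO alone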
#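 assay system = CHO CHOP reporter cells | amount = 500 CHO-CHOP cells per well | buffer or medium = F12 with 10% FBS | incubation = 16-18 h cell attachment, then 6 h compound exposure, 37 °C | detection = luminescence read with Steady-Glo | read-out = percent activation relative to tunicamycin control | controls = tunicamycin high control, DMSO low control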
# TIM10 inh – growth inhibitors of isogenic TIM10 control yeast, primary screen, counter-screen for tim10-1 yeast inhibitor project, luminescence, uHTS; S. cerevisiae TIM10 strain growth, BacTiter-Glo luminescence, 24 h; inhibition, % at 10 µM; 1.4% of 330,000 active; AID 463195, 2010;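 active = inhibition of 40% or more at the single tested concentration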;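 note: wild-type TIM10 isogenic control strain grown at permissive 25 °C; 0% = DMSO yeast wells and 100% = minimal medium wells without yeast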
# tim10-1 inh – growth inhibitors of tim10-1 mutant yeast, primary screen, luminescence, uHTS | AID 463190, 2010 | S. cerevisiae tim10-1 ts strain growth, BacTiter-Glo, 24 h | inhibition, % at 20 µM | 2.2% of 330,000 active;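 active = inhibition of at least 40%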;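 note: mutant grown at 25 °C; 0% = DMSO wells with yeast and 100% = wells holding no yeast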
# Starred values were filed as active, the others as inactive.
structure,APJ agonist,tim23-1 inh,NLRP3 yeast inh,Mdm2-MdmX inh,NR3A LBD binder,UPR XBP1 act,UPR CHOP act,TIM10 inh,tim10-1 inh
COCCNC(=S)N/N=C(\C)c1ccc(Cl)c(Cl)c1,-4,48,6,-10,4,5,-0.3,33,24
CC1(C)C(=O)NCCN1C(=O)CSc1nccc(-c2ccc(Br)cc2)n1,5,2,20,-6,-7,-1,0.2,2,-4
CCOC(=O)N/N=C/c1ccc(OCCSc2ccc(Cl)cc2)c(OC)c1,-1,11,24,-28,-13,-1,1.2,12,8
O=C(Nc1nnc(-c2ccco2)o1)C1CC1,-3,17,-5,-2,-1,-2,-3.0,3,-9
CN(CC(=O)Nc1ccccc1Br)CC(=O)NC(c1ccccc1)c1ccccc1,5,25,7,17,-2,-1,0.5,-4,14
CCCCCCCCC(NC(=O)c1ccc(C#N)cc1)C(=O)NCCC (centres undefined),-3,13,-2,12,1,-2,1.1,6,15
Cc1cccc(-c2noc(CCC(=O)NCc3ccccc3)n2)c1,-1,16,23,7,-2,0,-3.1,-18,26
Cc1ccc(C(=O)Nc2nc(-c3ccccc3)c(-c3ccccc3)o2)cc1,-1,31,0,35,-5,0,-0.3,25,40*
CCCNC(=O)CCc1cc(C(C)(C)C)c(O)c(C(C)(C)C)c1,-4,13,-16,8,0,-1,-0.7,7,19
COc1ccc2[nH]c(C(=O)N3CCC(n4nccc4NC(=O)C4CC4)CC3)c(C)c2c1,-5,5,4,9,-1,-11,-0.6,12,-3
COc1ccccc1/C=N/NC(=O)c1cc2c(OC)c(OC)ccc2[nH]1,-1,6,19,25,-4,17,0.1,4,-2
CC(C)(C)OC(=O)C[C@@H]1C/C=C\C[C@H](CC(=O)N(CCO)Cc2ccccc2)C(=O)N[C@@H](c2ccccc2)COC1=O,0,11,11,-13,-1,-2,0.5,1,7
Cc1cc2nnc(SCC(=O)Nc3ccc(Cl)cc3)n2c(N)n1,0,6,5,-24,-1,0,0.4,-4,-8
COc1cccc(NC(=O)c2sc3nc4n(c(=O)c3c2C)CCC4)c1,-6,-4,9,-8,-1,1,4.6,-10,-16
COc1ccc2c(CC(=O)Nc3ccccc3OC)coc2c1,0,16,36,-1,-2,-2,5.3,8,8
COc1ccccc1CN1CC(C(=O)NCc2cc(C(C)C)no2)CCC1=O (centres undefined),-3,7,10,-7,-2,-2,2.6,13,-14
COc1ccc(-c2nn3c(-c4ccccc4)nnc3s2)cc1,-3,28,39,19,1,4,0.2,32,40
COc1ccc(S(=O)(=O)NCC(=O)O)cc1C(=O)NC1CCCCC1,-2,7,10,-14,-4,0,-1.7,-6,6
CCN(CC)C(=O)c1[nH]cnc1C(=O)N[C@@H](C)C(=O)OC(C)(C)C,-1,0,15,1,1,-2,-1.2,0,6
CS(=O)(=O)Cc1ccc(C(=O)Nc2cccc(-c3nc4ccccc4[nH]3)c2)cc1,4,12,13,-32,5,-2,-2.4,-14,16
CCN(CC)C(=S)NCCc1ccccc1,-1,9,11,23,4,-3,0.4,-5,16
Cc1ccc(CNC(=O)C2c3ccccc3C(=O)N(C)C2c2c[nH]c3ccccc23)o1 (centres undefined),0,-3,20,4,0,-5,0.7,2,0
Cc1cc(NC(=O)CCC(=O)N(CCc2ccccc2)C(C(=O)NC2CCCC2)c2ccco2)no1 (centres undefined),-4,7,2,-15,3,-1,-1.6,1,22
CCO/N=C(\C)c1c(O)c2ccccc2n(C)c1=O,1,4,11,-15,2,-1,3.4,1,-9
Cn1nnnc1CCOCCc1nnnn1C,-3,8,3,2,0,-2,-0.4,-4,0
COc1ccc(C)cc1-n1nnnc1SCc1csc(C)n1,-2,12,16,-1,1,0,1.4,15,24
CN(C(=O)c1cnc(N2CCN(c3ncccn3)CC2)c2ccccc12)c1ccc(Cl)cc1,1,11,-1,-5,-2,-4,1.3,52*,38
CC(NC(=O)COc1ccccc1)C1COc2ccccc2O1 (centres undefined),-4,7,18,9,-1,0,0.7,5,6
CN(C)c1ccc(/C=C(/C(=O)c2ccc(Cl)cc2Cl)n2cncn2)cc1,-1,54*,9,26,2,-1,0.3,51*,53*
CCCCC12CN3CC(C)(CN(C1)C31C(=O)N(C)c3ccc(C)cc31)C2=O (centres undefined),-5,19,15,0,3,-2,2.8,11,18
Cc1ccc2c(c1)N(CCC(=O)NCc1ccccn1)C(=O)CO2,-3,0,1,15,42*,-1,-2.0,-7,7
C=CCn1c(SCn2nnc3ccccc3c2=O)nnc1C1CCCCC1,1,24,14,-6,-3,-2,2.4,-1,18
Cc1ccc(S(=O)(=O)N2CCOCC2)cc1C(=O)NCc1cccs1,-1,10,-2,18,-2,-3,-2.1,2,0
CS(=O)(=O)N(C(=O)NC(=O)NC12CC3CC(CC(C3)C1)C2)C1CCCCC1,-1,19,-5,10,-1,-1,-2.5,-11,15
Cc1ccc(-n2c(SCCN)nnc2-c2cccc(C)c2)cc1,-8,13,78*,-5,0,-3,-0.6,-13,11
COc1cccc(N2CCN(C(=O)c3ccc(CSc4nc5ccncc5[nH]4)cc3)CC2)c1,0,10,7,7,-2,-3,3.2,4,1
Cc1cccc(CCNC(=O)C2CCC(=O)N2Cc2ccc(F)cc2)c1 (centres undefined),-4,12,8,-17,-2,-3,2.2,8,9
O=C(NNS(=O)(=O)c1ccccc1)c1ccc(O)cc1,2,2,11,-22,6,0,0.7,8,4
CCn1c(C(=O)Nc2ccsc2C(=O)OC)cc2sc(Cl)cc21,-2,-6,0,1,1,2,-1.6,5,3
CC(C)(C)c1ccc(S(=O)(=O)/N=C2\C=C(NS(=O)(=O)c3ccccc3)C(=O)c3ccccc32)cc1,-4,50,17,34,-1,-1,0.7,18,29
COc1ccc(Br)c2c1C(=O)CC2,-4,23,7,8,2,0,1.1,13,5
CC1(C)C2CCC1(CS(=O)(=O)NC(CC(=O)O)c1cccc(Br)c1)C(=O)C2 (centres undefined),-2,19,-18,0,0,-2,-0.7,10,9
CC(=O)c1cccc(NC(=O)CSc2nnc(-c3ccc(S(=O)(=O)N4CCCC4)cc3)o2)c1,-3,-24,-1,1,-1,1,1.8,-14,9
Cc1noc(C)c1S(=O)(=O)N1CCC(C(=O)NCCCN2CC(C)CC(C)C2)CC1 (centres undefined),0,-3,-2,-17,0,-1,-1.8,11,0
COc1ccc2cc(Br)ccc2c1CC(=O)N1CCCC1,-1,8,22,4,0,-3,-0.5,10,21
COC(=O)c1cn(C(=O)/C=C/c2ccc(OC)c(OC)c2)c2ccccc12,0,17,24,92*,-11,-1,5.2,35,36
O=C(NN=C1CCCC1)c1cc(-c2ccccc2)n[nH]1,2,13,11,10,-3,0,2.1,-8,-7
O=C(NCC1CCCO1)C(c1ccc(N2CCOCC2)cc1)N(C(=O)Cn1nnc2ccccc21)c1ccccc1F (centres undefined),-2,14,-9,14,-1,-3,-0.8,-1,10
CC(=O)Nc1ccc(NC(=O)C(C)OC(=O)C2(c3ccc(F)cc3)CCCC2)cc1 (centres undefined),-4,18,25,-18,-6,-2,-1.4,12,23
O=C1CN(C(=O)COC(=O)c2ccccc2Br)c2ccccc2N1,-1,0,8,7,-1,-3,0.9,12,15

# A draw from above in order of heavy-atom count, largest number first.
structure,APJ agonist,tim23-1 inh,NLRP3 yeast inh,Mdm2-MdmX inh,NR3A LBD binder,UPR XBP1 act,UPR CHOP act,TIM10 inh,tim10-1 inh
CC(C)(C)OC(=O)C[C@@H]1C/C=C\C[C@H](CC(=O)N(CCO)Cc2ccccc2)C(=O)N[C@@H](c2ccccc2)COC1=O,0,11,11,-13,-1,-2,0.5,1,7
Cc1cc(NC(=O)CCC(=O)N(CCc2ccccc2)C(C(=O)NC2CCCC2)c2ccco2)no1 (centres undefined),-4,7,2,-15,3,-1,-1.6,1,22
CC(C)(C)c1ccc(S(=O)(=O)/N=C2\C=C(NS(=O)(=O)c3ccccc3)C(=O)c3ccccc32)cc1,-4,50,17,34,-1,-1,0.7,18,29
CC(=O)c1cccc(NC(=O)CSc2nnc(-c3ccc(S(=O)(=O)N4CCCC4)cc3)o2)c1,-3,-24,-1,1,-1,1,1.8,-14,9
COc1ccc2[nH]c(C(=O)N3CCC(n4nccc4NC(=O)C4CC4)CC3)c(C)c2c1,-5,5,4,9,-1,-11,-0.6,12,-3
CN(CC(=O)Nc1ccccc1Br)CC(=O)NC(c1ccccc1)c1ccccc1,5,25,7,17,-2,-1,0.5,-4,14
CCOC(=O)N/N=C/c1ccc(OCCSc2ccc(Cl)cc2)c(OC)c1,-1,11,24,-28,-13,-1,1.2,12,8
CN(C)c1ccc(/C=C(/C(=O)c2ccc(Cl)cc2Cl)n2cncn2)cc1,-1,54*,9,26,2,-1,0.3,51*,53*
COc1cccc(NC(=O)c2sc3nc4n(c(=O)c3c2C)CCC4)c1,-6,-4,9,-8,-1,1,4.6,-10,-16
CC(NC(=O)COc1ccccc1)C1COc2ccccc2O1 (centres undefined),-4,7,18,9,-1,0,0.7,5,6
COc1ccc(C)cc1-n1nnnc1SCc1csc(C)n1,-2,12,16,-1,1,0,1.4,15,24
O=C(NN=C1CCCC1)c1cc(-c2ccccc2)n[nH]1,2,13,11,10,-3,0,2.1,-8,-7
COCCNC(=S)N/N=C(\C)c1ccc(Cl)c(Cl)c1,-4,48,6,-10,4,5,-0.3,33,24

# The listing continues:
structure,APJ agonist,tim23-1 inh,NLRP3 yeast inh,Mdm2-MdmX inh,NR3A LBD binder,UPR XBP1 act,UPR CHOP act,TIM10 inh,tim10-1 inh
O=C(C[C@H]1C/C=C\CC[C@H](Cc2ccc(F)cc2)C(=O)OC[C@H]2CCCN2C1=O)NCCO,-2,-6,2,3,-2,-1,-0.9,8,-10
CC1CCCCC1NC(=O)CSc1nnc(-c2ccccc2)n1N (centres undefined),1,7,5,18,0,0,-1.3,6,14
CC(C)C(OC(=O)c1ccco1)C(=O)NCc1ccc2c(c1)OCO2 (centres undefined),-1,16,20,7,0,-2,-0.4,7,-11
CC(C)N1CN=C(Nc2nc3ccccc3o2)NC1,1,-2,-4,-25,0,3,2.3,-13,6

# Compound profiles, as listed above.
# O=C(C[C@H]1C/C=C\CC[C@H](Cc2ccc(F)cc2)C(=O)OC[C@H]2CCCN2C1=O)NCCO as listed: APJ agonist: -2; tim23-1 inh: -6; NLRP3 yeast inh: 2; Mdm2-MdmX inh: 3; NR3A LBD binder: -2; UPR XBP1 act: -1; UPR CHOP act: -0.9; TIM10 inh: 8; tim10-1 inh: -10
# CC(C)C(OC(=O)c1ccco1)C(=O)NCc1ccc2c(c1)OCO2 (centres undefined) as listed: APJ agonist: -1; tim23-1 inh: 16; NLRP3 yeast inh: 20; Mdm2-MdmX inh: 7; NR3A LBD binder: 0; UPR XBP1 act: -2; UPR CHOP act: -0.4; TIM10 inh: 7; tim10-1 inh: -11
